NIH3T3 tox: kills NIH 3T3 cells | NIH 3T3 viability, CellTiter-Glo ATP luminescence, 48-72 h | Potency, µM (top dose mostly 96.7 µM), without a hit: at the highest dose activity change, negative = cytotoxicity, usual class: inhibitors | 94,000 tested, 4.3% active; note: potency is the fitted concentration of half-maximal effect; nearly all actives have a fitted effect of over 55% in size
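NIH 3T3 cells at 400 cells/well received 23 nL of compound by pintool and were incubated 48 or 72 h at 37 °C. Viability was read as ATP-coupled CellTiter-Glo luminescence.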
Luciferase inh: inhibitors of firefly (Photinus pyralis) luciferase; P08659; Potency, µM (top dose mostly 115 µM), inactives show at the highest dose activity change, negative = inhibition, most hits filed as inhibitors; 76,000 tested, 2.5% active; purified P. pyralis luciferase, luminescence, biochemical; note: potency is the fitted concentration of half-maximal effect; nearly all actives have a fitted effect of over 65% in size
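FLuc 10nM, D-luciferin 10uM, ATP 10uM, Mg acetate 10mM, Tris acetate pH 7.5, Tween/BSA; cpd qHTS; enzyme added last; CCD luminescence.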
IP6K1 inh: IP6K1 kinase inhibition | Q92551 | IP6K1 kinase, ADP-Glo luminescence, 2 h; stronger effect = lower value | activity change, % (series mostly up to about 58 µM) | 140,000 tested, 0.81% active; in the data active = activity change below about -25%
Target sequence (Q92551 whole entry, looked up): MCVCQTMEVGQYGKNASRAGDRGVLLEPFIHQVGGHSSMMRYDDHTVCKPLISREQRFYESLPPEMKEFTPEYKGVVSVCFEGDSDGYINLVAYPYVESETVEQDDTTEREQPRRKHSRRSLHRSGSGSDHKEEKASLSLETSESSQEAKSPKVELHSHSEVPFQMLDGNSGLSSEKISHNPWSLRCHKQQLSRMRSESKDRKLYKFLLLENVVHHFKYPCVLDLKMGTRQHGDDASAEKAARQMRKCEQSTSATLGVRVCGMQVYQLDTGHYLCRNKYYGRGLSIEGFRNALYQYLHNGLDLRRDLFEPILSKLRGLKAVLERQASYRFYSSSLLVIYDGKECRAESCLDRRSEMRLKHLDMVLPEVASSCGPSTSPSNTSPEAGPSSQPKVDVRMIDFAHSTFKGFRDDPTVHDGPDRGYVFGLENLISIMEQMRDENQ
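ADP-Glo luminescence measures ADP made by human IP6K1 during a 2 h RT reaction with ATP/IP6 (mix at 1.3 mM/130 uM); top library doses 57.5 and 19.1 uM final.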
HEK cytotox: cytotoxic compounds in HEK 293 cells; AID 1345083; Potency, µM (titrated, usually from 115 µM), for the others: at the highest dose activity change, negative = cytotoxicity, hits mostly inhibitors; 94,000 tested, 6.6% active; HEK 293 viability, ATP luminescence (CellTiter-Glo), 48-72 h; note: potency is the fitted concentration of half-maximal effect; nearly all actives have a fitted effect of over 60% in size
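250 HEK 293 cells/well; compound by pintool; incubated 48 or 72 hr at 37 degree Celsius; CellTiter-Glo added, 10 min RT, luminescence imaged.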
GPT2 inhibitor: inhibitors of human GPT2 alanine aminotransferase. 100,000 tested, 0.25% active. Potency, µM (highest dose often 57.7 µM), for inactives: at the top dose activity change, negative = inhibition, actives largely listed as inhibitors. Recombinant GPT2, coupled pyruvate oxidase/HRP Amplex Red fluorescence. AID 1671188. Q8TD30; note: potency is the fitted concentration of half-maximal effect; nearly all actives have a fitted effect of over 60% in size; many of its hits are not listed in these tables
Target sequence (Q8TD30 whole entry, looked up): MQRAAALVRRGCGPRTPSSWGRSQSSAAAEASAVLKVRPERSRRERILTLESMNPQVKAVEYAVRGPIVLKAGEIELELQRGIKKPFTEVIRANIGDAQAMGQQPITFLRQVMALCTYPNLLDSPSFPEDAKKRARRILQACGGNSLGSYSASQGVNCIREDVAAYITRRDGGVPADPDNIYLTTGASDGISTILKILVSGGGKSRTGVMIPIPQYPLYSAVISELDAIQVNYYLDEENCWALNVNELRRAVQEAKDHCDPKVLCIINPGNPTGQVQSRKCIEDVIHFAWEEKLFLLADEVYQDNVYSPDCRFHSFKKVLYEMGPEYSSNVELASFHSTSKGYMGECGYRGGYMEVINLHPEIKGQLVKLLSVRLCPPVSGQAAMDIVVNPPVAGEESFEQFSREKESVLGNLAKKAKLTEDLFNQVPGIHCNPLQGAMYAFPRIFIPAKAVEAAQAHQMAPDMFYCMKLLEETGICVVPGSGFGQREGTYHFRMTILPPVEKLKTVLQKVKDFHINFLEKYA
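Fluorescence read-out: pyruvate from GPT2 turnover coupled to pyruvate oxidase, HRP and Amplex Red (0.2mM ThPP, 0.2U/mL PO and HRP, 50uM Amplex final). Substrates 250uM a-KG, 2mM L-alanine; enzyme 10ng/uL; 30 min RT.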
SNCA expr inhib: reduces expression of the alpha-synuclein gene; Potency, µM (titrated, usually from 57.2 µM), for the others: at the highest dose activity change, negative = inhibition, usual class: inhibitors; HEK-293 SNCA-luciferase knock-in, luminescence, 24 h; 140,000 tested, 0.17% active;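 note: potency is the fitted concentration of half-maximal effect; plate controls were DMSO cells for no effect and cell-free wells for full effect; nearly all actives have a fitted effect of over 45% in size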
SNCA viab count: cell viability loss counter-screen; AID 1671193; HEK-293-SNCA-luc viability, GF-AFC fluorescence, 24 h; Potency, µM (doses to about 57.1 µM), without a hit: at the highest dose activity change, negative = cytotoxicity, usual class: cytotoxic; 150,000 tested, 0.12% active;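 note: potency is the fitted concentration of half-maximal effect; 0% = DMSO-treated cells and -100% = medium-only wells without cells; nearly all actives have a fitted effect of over 30% in size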
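HEK-293-SNCA-luc cells (1500/well) plated 24 h, then exposed 24 h to a dilution series; GF-AFC added 30 min at 37C, fluorescence 405/540 nm; normalised to medium-only and DMSO wells, Hill fit.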
Numbers without * were called inactive; i = inactive; ? = inconclusive; / = no result given; [ ] = remark or other dose. Unless noted, calls come from the whole dose curve; as a rule, active = well fitted curve in the direction sought with a large enough effect; inconclusive = small, poorly fitted or top-dose-only effect, or another doubt; inactive = no such curve, though single readings can be large; an effect the other way counts as inactive or inconclusive. Unless noted, % is set by controls: 0 for no effect and ±100 for the full control effect.

SMILES	NIH3T3 tox	Luciferase inh	IP6K1 inh	HEK cytotox	GPT2 inhibitor	SNCA expr inhib	SNCA viab count
COc1ccccc1C(=O)N1CCn2c(nnc2-c2ccccc2)C1	-18%[138 µM]	-6%[172 µM]	-4	-16%[172 µM]	?	-3%[87.6 µM]	3%[87.6 µM]
Cc1cccn2c(=O)c(C(=O)NCc3cccc(F)c3)cnc12	/	/	11	/	/	29%	1%
CC(C)Oc1ccc(C(=O)N2CC(c3nnc(C(C)C)o3)C3(CCOCC3)C2)cc1 (configuration not stated)	-10%	-14%	11	-14%	i	6%	0%
COCCOCC1(CNC(=O)Nc2cccnc2)C[C@@H](O)[C@@H](O)C1 (some centres not stated)	-4%[138 µM]	-9%[172 µM]	7	?	2%[88.5 µM]	10%[87.6 µM]	1%[87.6 µM]
CC1(C)CC[C@]2(C(=O)O[C@@H]3O[C@H](CO)[C@@H](O)[C@H](O)[C@H]3O)CC[C@]3(C)C(=CCC4[C@@]5(C)CC[C@H](O[C@@H]6O[C@H](C(=O)O)[C@@H](O[C@@H]7O[C@H](CO)[C@@H](O)[C@H](O)[C@H]7O)[C@H](O)[C@H]6O[C@@H]6O[C@H](CO)[C@@H](O)[C@H](O)[C@H]6O)C(C)(C)C5CC[C@]43C)C2C1 (some centres not stated)	/	/	0	/	0%[17.1 µM]	/	-8%[12.5 µM]
Cc1nc(-c2ccc(Cl)cc2)n(Cc2ccccc2F)c(=O)c1CCO	?	-8%	-8	45µM*	3%	-18%	-11%
COC(=O)C(NC(=O)CC(C)C)(Nc1nc2c(s1)CCCC2)C(F)(F)F (configuration not stated)	/	/	-18	/	/	21%	-1%
COc1cccc(-c2c(C(=O)NC3CC3)nc3sccn23)c1	-17%[138 µM]	/	-1	-1%[172 µM]	-7%[88.5 µM]	40%[activator][87.6 µM]	?
CCc1cccc2c(-c3ccccc3)nc(SCC(=O)Nc3ccc(OC)cc3)nc12	/	/	-12	/	/	-22%	7%
COCCN[C@H]1[C@@H]2OC[C@@H](O2)[C@@H](NCc2ccc(F)cc2)[C@@H]1O	-4%[138 µM]	0%[172 µM]	-13	-5%[172 µM]	i	6%[87.6 µM]	1%[87.6 µM]
COc1cc(CNCCSc2nnnn2C)ccc1OCc1ccc(C)cc1	/	/	1	/	/	134%[activator]	-21%
Cc1ccc2onc(CC(=O)Nc3cccc(C(F)(F)F)c3)c2c1	/	/	-15	/	/	-17%	5%
CC(C)C1=CC2=CCC3[C@](C)(CCC[C@@]3(C)C(=O)O)C2CC1O (some centres not stated)	/	/	-13	/	i	/	10%
O=C(c1ccccc1OCC1CCCN(Cc2cccnc2)C1)N1CCCCC1 (configuration not stated)	-7%	0%	-2	-10%	i	-15%	4%
CCCc1nc(CC)n2cc[nH]c(=O)c12	4%	2%	-3	6%	i	1%	0%
Cc1csc2nc(-c3cccc(NC(=O)c4c(F)cccc4F)c3)cn12	/	/	-10	/	/	9%	-1%
CCC(=O)Nc1ccc2nc(SCCOc3ccc(C)cc3)sc2c1	/	/	1	/	/	22%	-1%
COc1ccc(Cn2c(=O)n(-c3ccc(C)cc3)c(=O)c3c2c2cc(C)ccc2n3C)cc1	/	/	16	/	/	25%	-16%
CCc1nnc(NC(=O)c2cc(=O)c3cc(C)c(C)cc3o2)s1	/	/	-8	/	/	0%	11%
CC(C)CN(Cc1cnn(C)c1)C(=O)C1CCN(C(=O)C2CCC2)CC1	1%	0%	-3	3%	2%	-3%	-10%
COC(=O)c1ccc(NC(=O)CSc2nc(C)cc(C)c2C(=O)Nc2ccccc2)cc1	/	/	-8	/	/	-30%	5%
CC(=O)N[C@@H]1CN(Cc2cccn2C)C[C@H]1CO	-17%	-13%	4	-29%	-51%	0%	-18%
Cc1ccccc1NC(=O)NCCc1c[nH]c2ccccc12	/	/	5	/	/	19%	7%
Cc1nn(C)c(C)c1CCNC(=O)C1CCN(C(=O)N2CC3CC(C2)[C@H]2CCCC(=O)N2C3)CC1 (some centres not stated)	-19%	-15%	11	-4%	i	12%	12%
O=C(NCCc1ccccc1)C1CCN(Cc2ccccc2-c2cccnc2)CC1	-24%	/	3	?	-8%	37%[activator]	0%

Fetched by structure from the entries so far (five):
SMILES	NIH3T3 tox	Luciferase inh	IP6K1 inh	HEK cytotox	GPT2 inhibitor	SNCA expr inhib	SNCA viab count
O=C(NCCc1ccccc1)C1CCN(Cc2ccccc2-c2cccnc2)CC1	-24%	/	3	?	-8%	37%[activator]	0%
COc1ccc(Cn2c(=O)n(-c3ccc(C)cc3)c(=O)c3c2c2cc(C)ccc2n3C)cc1	/	/	16	/	/	25%	-16%
CCCc1nc(CC)n2cc[nH]c(=O)c12	4%	2%	-3	6%	i	1%	0%
CCc1nnc(NC(=O)c2cc(=O)c3cc(C)c(C)cc3o2)s1	/	/	-8	/	/	0%	11%
CC(C)C1=CC2=CCC3[C@](C)(CCC[C@@]3(C)C(=O)O)C2CC1O (some centres not stated)	/	/	-13	/	i	/	10%

The results go on.
SMILES	NIH3T3 tox	Luciferase inh	IP6K1 inh	HEK cytotox	GPT2 inhibitor	SNCA expr inhib	SNCA viab count
O=C1C[C@H]2CC[C@@H](CN1)N2C(=O)c1csc2nc(-c3ccccc3Cl)cn12	-30%	-19%	-3	?	-5%	4%	-6%
CC(=O)Nc1ccc(-c2nnc3n(CC(C)C)c(=O)c4ccccc4n23)cc1	/	/	7	/	/	?	2%
CN1C[C@H](NC(=O)c2cnccn2)CCC[C@@H](C(=O)N(C)Cc2cccnc2)CC1=O	i	-2%[172 µM]	12	i	3%[88.5 µM]	2%[87.6 µM]	-4%[87.6 µM]
O=C(NCc1ccc(F)cc1)c1c2c(nc3ccccc13)C(=O)N(C1CCCCC1)C2	/	/	10	/	/	-1%	0%
NC(=O)C1(C(=O)N2CCC3(CCCN(CCCc4ccccc4)C3=O)C2)CC1 (configuration not stated)	-8%	4%	10	-8%	i[11.5 µM]	-6%	1%
Cc1cccc(OCCc2noc(C3CCN(C(=O)CN4CCCC4=O)C3)n2)c1 (configuration not stated)	-20%	/	-6	-4%	i	27%	?
O=C(Nc1cccc(C(F)(F)F)c1)c1cc(S(=O)(=O)N2CCCC2)c[nH]1	/	/	1	/	/	-25%	-4%
O=C1c2c(nc(CN3CCC(F)(F)CC3)n2Cc2ccccc2)NCCN1CCOc1ccccc1	-28%	-17%	1	?	0%	-22%	0%
O=C(NC1CCCc2c1[nH]c1c(Cl)cccc21)C1(c2ccccc2)CCOCC1 (configuration not stated)	-23%	12%	-15	-5%	i	2%	1%
COc1ccccc1NC(=O)CCS(=O)(=O)c1cc2c3c(c1)CCN3C(=O)CC2	/	/	-7	/	/	-20%	-16%
COc1ccc(C[C@H](NC(=O)C2=C[C@@H](NC(=O)Nc3ccc(F)cc3F)[C@@H](O)[C@H](O)C2)C(N)=O)cc1	-14%	-4%	12	-15%	-2%	-3%	4%
CC(C)NC(=O)NC[C@H]1OC[C@@H](NCc2ccccc2O)[C@@H]1O	-20%[174 µM]	2%[172 µM]	1	i	-3%[88.5 µM]	9%[87.6 µM]	5%[87.6 µM]
Cc1ccc(NS(=O)(=O)c2cc3[nH]c(=O)c(=O)[nH]c3cc2C)cc1N(C)C	/	/	10	/	/	3%	-9%
CC1(c2ccccc2)N(Cc2ccccc2)C(=O)OC12CCN(Cc1ccc(C#N)cc1)CC2 (configuration not stated)	-19%	-1%	-16	?	-12%	?	-10%
CNC(=O)[C@@H](CC(C)C)N1CCC[C@H]1C(=O)N1CCN(C(C)=O)CC1	-12%[174 µM]	0%[172 µM]	2	-19%[172 µM]	5%[88.5 µM]	-3%[87.6 µM]	0%[87.6 µM]
C#CCNC(=O)c1cc(-c2cccc(C(F)(F)F)c2)nc2c1cnn2C	10µM*	/	8	?	/	/	/
COc1ccc(F)cc1S(=O)(=O)N1C[C@@H](C(N)=O)[C@H](C2CCN(C)CC2)C1	i	-3%	1	i	i	-15%	0%[12.5 µM]
CCC[C@H](N)C(=O)N1CCC2(CCC(=O)N(Cc3cnc(C)cn3)C2)CC1	i	2%	5	-2%	-12%	-20%	-1%
COc1ccc(C)cc1NC(=O)CC1CCCN(c2cnn(C)c(=O)c2)C1 (configuration not stated)	-21%	7%	3	-2%	-11%	-12%	-1%
CC(=O)N1CCc2nn(CC(=O)Nc3ccc(F)cc3C)c(=O)cc2C1	i	2%	-3	12%	i	-7%	5%
CN(C(=O)Cc1c[nH]c2ccccc12)C1CCc2nn(C)c(=O)n2CC1 (configuration not stated)	0%	2%	-2	i	3%	29%	5%
COc1ccc(C(=O)N2CCC(CC(=O)NC3CC3)C2)cc1 (configuration not stated)	-10%	-4%	-16	-12%	i	-26%	8%[12.5 µM]
C[C@@H](NS(=O)(=O)c1ccc(Cl)cc1)c1onc(-c2cccnc2)c1C(=O)O	i	-5%[172 µM]	-2	i	-7%[88.5 µM]	-8%[87.6 µM]	-1%[87.6 µM]
Cc1cc(C)cc(NS(=O)(=O)c2ccc3[nH]cc(C(=O)NCc4ccco4)c(=O)c3c2)c1	/	/	-2	/	/	-25%	-20%
CC(C)CCN1CCC(N2CCN(S(=O)(=O)c3ccc(F)c(Cl)c3)CC2)C1=O (configuration not stated)	?	6%	11	?	?	-7%	10%

Next section:
SMILES	NIH3T3 tox	Luciferase inh	IP6K1 inh	HEK cytotox	GPT2 inhibitor	SNCA expr inhib	SNCA viab count
CN1CC(=O)N(C2CCNC2)Cc2c1ncnc2N(C)Cc1ccc(F)cc1 (configuration not stated)	-6%	/	-4	0%	-15%	-6%	7%
CCOc1ccc(NC(=O)Cn2nc3c(cc2=O)CN(C(C)=O)CC3)cc1	i	-2%	14	10%	i	-14%	13%
CN1CCCC(CN(CCc2ccccc2)C(=O)c2cc[n+]([O-])cc2)C1 (configuration not stated)	0%	0%	0	-2%	3%	8%	1%
Cc1c(-c2cccc(NC(=O)Cc3ccccc3)c2)nc2ncccn12	/	/	1	/	/	98%[activator]	7%
CSc1cccc(NC(=O)N[C@H]2CO[C@H]3[C@@H]2OC[C@H]3O)c1	1%[174 µM]	-19%[172 µM]	1	i	i	9%[87.6 µM]	1%[87.6 µM]
O=C(c1ccc(Cl)nc1)N1CCC2(CC1)C(=O)NCN2Cc1ccc(Cl)cc1	-8%	0%	-6	?	-9%	-13%	6%
O=C(NCCc1ccccc1)c1noc(-c2ccc3c(c2)OCO3)n1	-27%	?	-1	?	i	25%	4%
CC(C)CC(=O)Nc1nnc(SCc2cc(=O)n3ccccc3n2)s1	/	/	-4	/	/	-12%	0%
O=C1N[C@@H]2CCN(C(=O)c3ccc4ccccc4c3)[C@@H]2C(=O)N1c1ccc(F)cc1	-12%[174 µM]	-9%[172 µM]	-11	-16%[172 µM]	-21%[88.5 µM]	18%[87.6 µM]	5%[87.6 µM]

Assay outcomes: PubChem, National Center for Advancing Translational Sciences (NCATS)
